NTR1 ag – NTR1-driven beta-arrestin-GFP spot formation – imaging, U2OS cells, high content, primary screen (AID 493036); P30989; activation, % at 20 µM; 330,000 compounds, 0.17% hits; agonist mode;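 active means activation at or above 40% of the spot to cytoplasm intensity ratio, with at least 20 cells analyzed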;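 further: 0% = DMSO without peptide and 100% = 100 nM NTR1 peptide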
Target sequence (P30989 whole entry, looked up): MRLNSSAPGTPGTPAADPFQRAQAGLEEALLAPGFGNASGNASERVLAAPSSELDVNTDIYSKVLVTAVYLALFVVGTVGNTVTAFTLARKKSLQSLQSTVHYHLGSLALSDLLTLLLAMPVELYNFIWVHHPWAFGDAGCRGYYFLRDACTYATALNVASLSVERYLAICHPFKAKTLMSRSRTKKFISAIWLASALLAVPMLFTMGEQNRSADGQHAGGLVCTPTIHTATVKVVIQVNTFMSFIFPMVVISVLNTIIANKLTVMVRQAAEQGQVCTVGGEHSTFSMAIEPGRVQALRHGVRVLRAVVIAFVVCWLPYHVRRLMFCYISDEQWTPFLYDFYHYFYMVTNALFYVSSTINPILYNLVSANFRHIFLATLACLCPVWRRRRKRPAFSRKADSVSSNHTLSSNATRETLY
PhoP inhibition – PhoP-dependent GFP reporter repression – Salmonella Typhimurium, primary screen (AID 1863) | S. Typhimurium PhoP-regulated promoter GFP reporter, 4 h; higher % means a stronger effect | inhibition, % at 50 µM; hits with a dose series show IC50 in µM | 300,000 compounds, 0.16% hits;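 active means inhibition over 29.93%, a cutoff 3 SD above the screen mean, later confirmed by dose response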;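 further: 0% = low Mg2+ inducing control and 100% = high Mg2+ repressing control; strong numbers were not always called active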
T cell HTS – modulates CD8 T cell binding to vesicles | calls only at 7 µM | 2C CD8+ T cell-vesicle binding, flow cytometry; stronger effect = lower value | AID 2052 | 330,000 compounds, 0.068% hits;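 active means response, share of CD8 T cells binding vesicles, and their 90th percentile fluorescence all below set limits, cut at about 80% in these data, passing the limit was not always enough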
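Assay system – 2C mouse CD8+ T cells · Also added – QL9-loaded Drosophila micro-vesicles · Timing – Cell–vesicle co-incubation 1.5 h at 37 °C, staining 20 min on ice · Signal – flow cytometry of vesicle-bound cells · Measure – percent CD8+ FL2 mean versus row control · Controls – Peptide-free naked vesicles (low) and QL9 vesicles with 0.7% DMSO vehicle (high)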
T cell HTS vesicle-bound % – second read-out of T cell HTS, no call of its own (marks repeat the call); double positive events, %; measured here: CD8+ vesicle-bound cell fraction;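 binding gate set so that unloaded-vesicle control wells show 10% double positive cells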
NTR1 ag cell count 20 µM – second read-out of NTR1 ag, no call of its own (marks repeat the call); cell count; measured here: cell count, cytotoxicity flag
* = called active by the depositor; i = inactive. Some of the compounds tested; rates above refer to the full screens.

Results follow in this order: NTR1 ag | NTR1 ag cell count 20 µM | PhoP inhibition | T cell HTS | T cell HTS vesicle-bound %
Cc1ccc(C)c(S(=O)(=O)N2CCCC2CNC(=O)C(=O)NC2CC2)c1 (stereo not drawn)
  0.7 | 52 | -1.3% | i | 53.9
Cc1occc1-c1nnc(SCC(=O)N(C)c2ccccc2)n1C
  -1.6 | 49 | -2.5% | i | 11.9
Cc1ccc(NC(=O)CCC(=O)c2cccs2)nc1
  0.2 | 70 | 10.4% | i | 42.8
Cc1sc(NC(=O)C2CSC3(C)CCC(=O)N23)nc1-c1ccccc1 (stereo not drawn)
  4.5 | 49 | -11.7% | i | 30.0
Cc1cccc(C(C)C)c1NC(=O)COC(=O)C1CC(=O)N(Cc2ccccc2)C1 (stereo not drawn)
  0.3 | 78 | -7.7% | i | 23.0
O=C1CC(NS(=O)(=O)c2ccc([N+](=O)[O-])cc2)CN1c1cccc(F)c1 (stereo not drawn)
  -0.8 | 72 | -2.2% | i | 31.8
N=C(N)SCCc1cnc[nH]1
  0.5 | 58 | -5.0% | i | 22.4
COc1ccc(C(CNC(=O)c2cc3ccccc3cc2O)N2CCOCC2)cc1 (stereo not drawn)
  3.0 | 68 | 10.7% | i | 51.4
CC[C@@]12C(=O)N(c3cccc(Br)c3)C(=O)N1[C@H](c1ccc(Br)cc1)[C@@H]1C(=O)N(C(C)(C)C)C(=O)[C@@H]12
  1.2 | 85 | 2.6% | i | 27.7
Cc1ccc(S(=O)(=O)N2CC(O)C[C@H]2C(=O)OCC(=O)Nc2ccc(N3CCCCC3)cc2)cc1C (stereo partly drawn)
  3.3 | 66 | -0.5% | i | 29.0
Oc1ccc(C[C@@H]2CNCCN2CCc2cc(C(F)(F)F)cc(C(F)(F)F)c2)cc1
  7.4 | 92 | 6.9% | i | 43.8
COc1ccc(-n2c(=O)c(CCC(=O)N3CCN(c4ccccc4O)CC3)nc3ccccc32)cc1
  0.5 | 74 | 3.2% | i | 55.8
COc1cccc(C(=O)NCCS(=O)(=O)NCc2cccs2)c1
  -1.4 | 54 | -3.1% | i | 29.5
Cc1ccc(OCCC(=O)OCC(=O)NC(=O)NCc2ccccc2)cc1
  1.5 | 78 | -3.2% | i | 59.1
NC(=O)c1ccc(NC(=O)CCN=C2NS(=O)(=O)c3ccccc32)cc1
  -0.6 | 71 | 5.0% | i | 35.2
O=C(COc1coc(CN2CCN(c3cccc(Cl)c3)CC2)cc1=O)NC1CCCC1
  -0.3 | 58 | -7.4% | i | 21.0
CCCc1cc(=O)[nH]c(SCC(=O)N2CCCC2=O)n1
  -1.4 | 82 | -7.0% | i | 52.7
Cc1ccccc1OCCC(=O)OCC(=O)NC(=O)c1ccccc1
  -1.3 | 60 | -1.7% | i | 53.5
COCCNC(=O)c1cc(-c2ccccc2)n(Cc2cc(C)no2)n1
  6.4 | 92 | -2.8% | i | 7.3
Cc1ccc(OCC(=O)N(C)CC(=O)Nc2ccc(N3CCOCC3)cc2)cc1
  1.1 | 47 | -5.2% | i | 43.3
CCN1C(=O)[C@H]2[C@@H](c3ccc(-c4ccc(F)cc4)c(OC)c3)N[C@@](CC(C)C)(C(=O)OC)[C@H]2C1=O
  1.9 | 56 | -0.1% | i | 26.2
CCc1noc(C)c1C(=O)Nc1ccc(S(=O)(=O)N2CCC(C)CC2)cc1
  1.7 | 63 | -3.8% | i | 8.9
O=C(NCC(c1ccco1)N1CCc2ccccc21)c1ccccc1Cl (stereo not drawn)
  3.3 | 68 | -10.0% | i | 49.0
O=C(CN(Cc1ccco1)C(=O)c1ccc(N2CCCC2=O)cc1)Nc1ccccc1C(F)(F)F
  -1.5 | 61 | -2.9% | i | 42.1
CN(CC(=O)Nc1ccc(Cl)cc1)C(=O)CNC(=O)c1ccc(Br)o1
  -0.3 | 52 | -5.7% | i | 3.2
OCC[C@H]1C[C@H](O)[C@@H](O)[C@]2(CCc3ccccc3CO2)O1
  9.9 | 58 | -6.2% | i | 34.2
Cc1ccc(S(=O)(=O)N2[C@@H](c3cccc(Cl)c3)C(C(=O)O)=CC[C@H]2c2cccc(C)c2)cc1
  11.7 | 82 | -3.4% | i | 32.7
CCN(CC(=O)Nc1ccccc1C(F)(F)F)C(=O)C1=COCCO1
  -0.9 | 55 | 2.5% | i | 55.9
COc1ccc(OCCOC(=O)CNC(=O)c2ccc(C)cc2)cc1
  -1.2 | 61 | -7.7% | i | 22.2
CCN(C(=O)COC(=O)c1cnc(C)cn1)C1CCS(=O)(=O)C1 (stereo not drawn)
  0.3 | 54 | 10.3% | i | 39.0
O=C(COC(=O)c1cccs1)Nc1nnc(-c2ccccc2)o1
  -0.1 | 55 | -4.9% | i | 54.4
Cc1ccnc(NC(=O)c2ccc(S(=O)(=O)NCc3ccco3)cc2)c1
  -0.6 | 56 | 3.1% | i | 57.1
O=C(COC(=O)c1ccc([N+](=O)[O-])cc1Cl)Nc1cccnc1Cl
  0.9 | 81 | -4.9% | i | 39.4
O=C(Nc1cc(Cl)ccc1N1CCOCC1)C1=COCCO1
  -1.0 | 53 | -0.8% | i | 18.1
COc1ccc(C(=O)NCc2nnc(SCC(=O)c3ccccc3)n2C)cc1OC
  1.6 | 46 | -2.4% | i | 6.8
Cc1cnc(C(=O)OCC(=O)Nc2ccc(Cl)cn2)cn1
  -1.3 | 61 | -10.7% | i | 35.7
CCCCn1c(N)c(N(CCOC)C(=O)CSc2nnc(C)n2-c2ccc(OC)cc2)c(=O)[nH]c1=O
  1.3 | 73 | 9.4% | i | 32.1
CC(=O)Nc1cccc(C(=O)OCC(=O)Nc2ccc(Cl)cn2)c1
  -1.4 | 67 | -6.8% | i | 33.0
CCN1CCN(c2ccc(S(=O)(=O)N3CCCCC3)cc2NC(=O)c2cccc(C)c2)CC1
  0.1 | 64 | -11.4% | i | 36.4
CN(C)C(=O)c1ccc(NC(=O)COC(=O)/C=C/c2cccs2)cc1
  0.4 | 72 | 6.3% | i | 20.5
COc1cccc(COC(=O)C2CCN(C(=O)c3ccc(F)cc3)CC2)c1OC
  -0.6 | 69 | -6.4% | i | 12.9
Cc1cccnc1NC(=O)COc1ccc2c(c1)CCC2
  -1.2 | 61 | -4.6% | i | 57.3
O=C(COC(=O)/C=C/c1cccc(Br)c1)NCc1ccco1
  0.1 | 63 | -10.2% | i | 39.6
Cc1ccc2nc(SCC(=O)Nc3ccc(F)cc3F)nc(=O)n2c1
  2.0 | 63 | 7.0% | i | 47.0
CCOC(=O)c1c(NC(=O)C2=COCCO2)sc2c1CCN(C(=O)OC)C2
  8.6 | 55 | 0.3% | i | 50.4
CC(OC(=O)Cn1cnc2c1c(=O)n(C)c(=O)n2C)C(=O)c1ccccc1 (stereo not drawn)
  0.1 | 71 | -4.2% | i | 38.0
O=C(c1cccc(S(=O)(=O)N2CCOCC2)c1)N(Cc1nnc(-c2ccccc2Cl)o1)C1CC1
  1.6 | 71 | -0.1% | i | 31.4
CCNc1nc(NCC)n2c(SCC(=O)Nc3c(C)cccc3C)nnc2n1
  0.6 | 66 | -0.7% | i | 48.9
CCCCCC(=O)Nc1ccc(C(=O)CN2C(=O)NC3(CCCCCC3)C2=O)cc1
  2.0 | 71 | -3.5% | i | 34.7
COc1ccccc1NC(=O)c1cnc(SCC(=O)NCCc2ccccc2)n(C)c1=O
  6.6 | 84 | -2.5% | i | 27.5

Remaining list, next part.
Results follow in this order: NTR1 ag | NTR1 ag cell count 20 µM | PhoP inhibition | T cell HTS | T cell HTS vesicle-bound %
CCCCn1c(N)c(N(CCOC)C(=O)COC(=O)COc2c(C)cc(C)cc2C)c(=O)[nH]c1=O
  -1.3 | 56 | -1.4% | i | 26.2
O=C(CN1C(=O)NC2(CCCC2)C1=O)Nc1nc(-c2ccccc2)cs1
  0.8 | 79 | 5.1% | i | 27.9
CC(=O)Nc1ccc(S(=O)(=O)NCCC(=O)OCc2nnc(-c3ccccc3)o2)cc1
  1.0 | 56 | 1.9% | i | 55.0
O=C(NCCC1CCCCN1S(=O)(=O)c1ccccc1)C(=O)NCc1ccccn1 (stereo not drawn)
  0.4 | 66 | 4.5% | i | 60.6
COc1ccc(-n2nnnc2CNC(=O)c2ccc3c(c2)OCO3)cc1
  0.7 | 45 | 1.7% | i | 32.9
COc1ccc(OCCOC(=O)CNC(=O)c2ccc(Cl)cc2Cl)cc1
  -1.9 | 62 | 4.2% | i | 14.8
CCOc1ccc(CCNC(=O)COC(=O)COc2cc(C)cc(C)c2)cc1OCC
  0.4 | 72 | -8.5% | i | 58.6
OCC[C@H]1C[C@H](O)[C@@H](O)[C@@]2(CCCc3ccccc3O2)O1
  0.7 | 55 | 5.2% | i | 19.3
COc1cccc(NC(=O)Cn2cc(C(=O)C3CC3)c3ccccc32)c1
  0.6 | 56 | -8.1% | i | 25.3
COc1ccc(CC2c3cc(OC)c(OC)cc3CC[N+]2(C)CCC(=O)OCCCCCOC(=O)CC[N+]2(C)CCc3cc(OC)c(OC)cc3C2Cc2ccc(OC)c(OC)c2)cc1OC (stereo not drawn)
  1.4 | 67 | -2.4% | i | 15.0

4 compounds picked at random from those above:
Results follow in this order: NTR1 ag | NTR1 ag cell count 20 µM | PhoP inhibition | T cell HTS | T cell HTS vesicle-bound %
COc1ccc(-n2nnnc2CNC(=O)c2ccc3c(c2)OCO3)cc1
  0.7 | 45 | 1.7% | i | 32.9
OCC[C@H]1C[C@H](O)[C@@H](O)[C@@]2(CCCc3ccccc3O2)O1
  0.7 | 55 | 5.2% | i | 19.3
COc1ccc(OCCOC(=O)CNC(=O)c2ccc(Cl)cc2Cl)cc1
  -1.9 | 62 | 4.2% | i | 14.8
O=C(NCCC1CCCCN1S(=O)(=O)c1ccccc1)C(=O)NCc1ccccn1 (stereo not drawn)
  0.4 | 66 | 4.5% | i | 60.6

Next structures.
Results follow in this order: NTR1 ag | NTR1 ag cell count 20 µM | PhoP inhibition | T cell HTS | T cell HTS vesicle-bound %
CCN(CC(=O)Nc1c(F)cccc1F)C(=O)CCNS(=O)(=O)c1ccccc1C(F)(F)F
  0.6 | 63 | -7.0% | i | 47.1
CN(C)C(CNC(=O)c1ccco1)c1cccs1 (stereo not drawn)
  0.0 | 62 | -4.9% | i | 32.4
CC(C)CN(C(=O)CN(C)C(=O)c1ccco1)c1c(N)n(CC(C)C)c(=O)[nH]c1=O
  -0.3 | 64 | -1.6% | i | 47.3
Cc1cc(C)c(OCC(=O)OCC(=O)NCC2CCCCC2)c(C)c1
  -1.3 | 45 | -4.7% | i | 38.2
CN(C(=O)COC(=O)CCCN1C(=O)c2cccc3cccc(c23)C1=O)C1CCS(=O)(=O)C1 (stereo not drawn)
  1.6 | 61 | 0.9% | i | 28.3
CCOc1ccc(S(=O)(=O)N2CCOCC2)cc1NC(=O)CSC(=S)N1CCCC1
  -0.4 | 61 | 9.4% | i | 40.5
O=C(CSc1nnc(COc2ccc(Cl)cc2)o1)NC1CCCCC1
  -0.1 | 72 | -2.4% | i | 45.6
CC(=O)Nc1ccc(S(=O)(=O)NCCC(=O)Nc2cc(C)ccn2)cc1
  -0.2 | 59 | -2.9% | i | 60.2
COc1ccc(CC(=O)N(C)Cc2cccc(F)c2)cc1S(=O)(=O)N1CCOCC1
  -0.2 | 58 | -4.4% | i | 28.2
Cc1ccc(S(=O)(=O)N2CCCC2CNC(=O)C(=O)NCc2cccs2)cc1 (stereo not drawn)
  -1.0 | 47 | 6.7% | i | 3.4
COc1cc(C(=O)OCC(=O)N2c3ccccc3NC(=O)C2(C)C)ccc1OCC(C)C
  11.0 | 67 | 7.3% | i | 33.2
O=C(O)CN1CCN(CC(=O)O)CCN(CC(=O)O)CCN(CC(=O)O)CC1
  -1.9 | 54 | 5.3% | i | 36.4
O=C(CSc1nnc2ccc(-c3ccccn3)nn12)Nc1ccccc1
  0.8 | 48 | -7.6% | i | 53.9
COc1ccc(NC(=O)CN(C)CC(=O)NCC(=O)Nc2ccc(F)cc2)cc1
  -1.2 | 75 | -1.0% | i | 12.3
CCOc1ccc(NC(=O)CN(C)C(=O)Cn2c(=O)oc3ccccc32)cc1OCC
  1.6 | 71 | -4.8% | i | 40.9
CCCCCN(C(=O)COC(=O)Cc1c(C)nc2ccccc2c1C)c1c(N)n(CCCC)c(=O)[nH]c1=O
  -0.7 | 69 | 8.6% | i | 37.4
Cc1cc(NS(=O)(=O)c2ccc(NC(=O)CN3C(=O)NC(C)(c4ccccc4)C3=O)cc2)nc(C)n1 (stereo not drawn)
  -0.8 | 48 | -4.2% | i | 27.9
COc1cccc(CC(=O)OC(C)C(=O)NCc2ccc3c(c2)OCO3)c1 (stereo not drawn)
  -1.2 | 53 | -4.7% | i | 38.7
CN(CCOc1ccccc1)C(=O)c1cc([N+](=O)[O-])ccc1N1CCOCC1
  -1.0 | 65 | -5.3% | i | 7.9
CCOc1ccccc1NC(=O)CSc1nc(=O)n(Cc2ccncc2)c2c1CCC2
  0.1 | 62 | 3.0% | i | 52.7
CCN(CC)CCn1c2c(c(SCC(=O)Nc3nc4ccccc4s3)nc1=O)CCCC2
  1.3 | 68 | -3.4% | i | 14.6
Cc1ccccc1C(=O)N1CCC(C(=O)N(CC(C)C)c2c(N)n(Cc3ccccc3)c(=O)[nH]c2=O)CC1
  -0.9 | 74 | -7.6% | i | 50.5
